Source: PubChem BioAssay (National Center for Advancing Translational Sciences (NCATS))
EPAC2 antag: blocks human EPAC2 exchange factor | AID 720708 | Potency, µM (series often up to 114 µM), for the others: at the highest dose activity, negative = inhibition, most hits filed as inhibitors | Q8WZA2 | 360,000 tested, 0.18% active | EPAC2 GEF exchange of Rap1B-BODIPY-GDP, fluorescence; further: potency means the concentration at half of the fitted maximal effect; on the % scale 0 is the no-effect control and ±100 the full control effect; nearly all actives have a fitted effect of over 45% in size; many of its hits are not listed in these tables
EPAC2 ag: EPAC2 (human) agonism | Q8WZA2 | EPAC2 activation, biochemical qHTS; response scale: 100% = 6.5 mM cAMP response | Potency, µM (series often up to 154 µM), without a hit: top-dose activation, most hits filed as activators | 360,000 tested, 0.079% active | AID 720711; further: potency means the concentration at half of the fitted maximal effect; nearly all actives have a fitted effect of over 50% in size
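Fluorescence exchange assay: 100 nM EPAC2 with 250 nM RAP1B-BODIPY-GDP and 50 uM GDP; compounds tested as a concentration-titration series (qHTS). Loss of Rap1-bound BODIPY-GDP fluorescence read at 480/540 nm; data normalized to 6.5 mM cAMP.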
Abeta yeast res: compounds reversing amyloid beta toxicity in yeast. yeast expressing A-beta42, growth rescue, OD600, 48 h; response scale: 0% DMSO, 100% iron-clioquinol control. Potency, µM (highest dose often 46.1 µM), without a hit: top-dose growth rescue, most hits filed as activators. 410,000 tested, 0.063% active. AID 1347071; further: potency means the concentration at half of the fitted maximal effect; nearly all actives have a fitted effect of over 55% in size
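Growth rescue measured by 600 nm absorbance after 48 h yeast culture at 30 C with compound. Values normalized between DMSO and an equimolar ferric chloride plus clioquinol control.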
TDP-43 yeast inh: rescues yeast growth from TDP-43 toxicity | AID 652104 | 410,000 tested, 1.8% active | Potency, µM (doses to about 46.1 µM), without a hit: at the highest dose growth rescue (activation), most hits filed as activators | TDP-43 expressing yeast growth rescue, BacTiter-Glo, 24 h; further: potency means the concentration at half of the fitted maximal effect; % of control where 0% means no effect; nearly all actives have a fitted effect of over 50% in size
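Cell-based yeast growth screen: TDP-43 expression induced in galactose, inoculum OD600=0.02 after raffinose pregrowth to mid-log. Read-out BacTiter-Glo luminescence at 24 hr, 30 deg C; inhibition of toxicity seen as signal increase.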
aSyn rescue: rescues yeast growth from alpha-synuclein toxicity; Yeast expressing alpha-synuclein, growth rescue, BacTiter-Glo, 24 h; 370,000 tested, 0.14% active; Potency, µM (top dose mostly 46.1 µM), inactives show top-dose growth rescue (activation), usual class: activators; AID 652106; further: potency means the concentration at half of the fitted maximal effect; % of control where 0% means no effect; nearly all actives have a fitted effect of over 65% in size
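Screening used galactose-induced yeast with toxic alpha-synuclein levels, exposed to compound for 24 hr at 30 deg C. Cell growth, read with BacTiter-Glo luminescence, gave the measured signal.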
FUS suppressor: rescues growth of FUS-expressing yeast. 390,000 tested, 0.24% active. AID 1347120. Potency, µM (highest dose often 76.6 µM), for the others: top-dose growth rescue (activation), hits mostly activators. S. cerevisiae FUS-expressing, growth rescue, OD600, 24 h;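 further: potency means the concentration at half of the fitted maximal effect; plate controls were DMSO vehicle for no effect and reference control for full effect; nearly all actives have a fitted effect of over 55% in size; some results filed as inactive show a strong effect at the top dose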
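FUS-expressing yeast, raffinose-pregrown, induced in 2% galactose minimal medium at OD 0.005; compounds in a dilution series, 24hr at 30C. Growth restoration read as absorbance at 600 nm. CP55940 positive control, DMSO negative.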
DRD3 antagonist: D3 dopamine receptor (human) antagonism. D3R cells, DiscoveRx beta-arrestin luminescence, antagonist mode; active compounds read low. max response, negative = inhibition, %. 360,000 tested, 2.5% active; in the data active means max response below about -50%; inconclusive means no clear call, values can overlap the other calls; further: on the % scale 0 is the no-effect control and ±100 the full control effect; mostly tested at two doses, the higher about 12 µM
Target sequence (P35462 whole entry, looked up): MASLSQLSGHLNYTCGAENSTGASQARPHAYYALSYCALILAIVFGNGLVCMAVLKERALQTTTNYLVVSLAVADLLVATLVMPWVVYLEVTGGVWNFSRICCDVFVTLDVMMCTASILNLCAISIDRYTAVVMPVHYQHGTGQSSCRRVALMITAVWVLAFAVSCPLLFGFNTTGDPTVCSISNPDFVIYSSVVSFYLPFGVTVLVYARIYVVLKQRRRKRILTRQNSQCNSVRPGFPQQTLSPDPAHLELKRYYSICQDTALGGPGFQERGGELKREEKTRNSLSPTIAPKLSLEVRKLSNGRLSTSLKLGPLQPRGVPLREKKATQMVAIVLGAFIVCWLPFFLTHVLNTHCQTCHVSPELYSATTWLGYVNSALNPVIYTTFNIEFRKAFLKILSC
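Cells plated overnight at 1500 cells/well, then exposed to library compounds with dopamine controls for 90 minutes at 37 degrees C. DiscoveRx reagent added for 30–60 minutes at room temperature; luminescence read, quantitative HTS format.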
DRD3 agonist: agonists of human D3 dopamine receptor; P35462; D3R DiscoveRx beta-arrestin cells, luminescence, 90 min; max activation, %; 410,000 tested, 0.58% active; in the data active means max activation above about 30%; further: 0% is about no effect; mostly tested at two doses, the higher about 12 µM
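Cells at 1500/well, incubated overnight, then treated with pinned compounds (dopamine as control) for 90 min at 37 degrees C. DiscoveRx reagent added for 30 - 60 minutes at room temperature; luminescence read.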
Starred values were filed as active, the others as inactive; ? = inconclusive; . = no result given; [ ] = another dose, or the depositor's remark. Unless noted, the call rests on the fitted dose curve; in most records, active means well fitted curve in the direction sought with a large enough effect; inconclusive means small, poorly fitted or top-dose-only effect, or another doubt; inactive means no such curve, though single readings can be large; an effect the other way counts as inactive or inconclusive.

No.	compound	EPAC2 antag	EPAC2 ag	Abeta yeast res	TDP-43 yeast inh	aSyn rescue	FUS suppressor	DRD3 antagonist	DRD3 agonist
1	COc1ccc(-n2nc(C(=O)NCC(=O)NCCCN3CC(C)CC(C)C3)c3ccccc3c2=O)cc1Cl (stereo unspecified)	-4%	2%	-2%	-11%	-5%	38%	-21	-13
2	COc1ccc(/C=N/NC(=O)c2snnc2C)c(OC)c1OC	0%	5%	0%	.	-1%	-4%	27	-4
3	O=C(N1CCN(c2ccccc2F)CC1)C1(S(=O)(=O)c2ccc(Cl)cc2)CC1	0%	7%	6%	?	14%	23%	3	0
4	O=C(NC(=S)Nn1cnnc1)c1ccccc1Br	5%	5%	-7%	10%	-16%	-4%	-3	-3
5	CCn1ccc2cc(S(=O)(=O)N3CCCN(C(=O)Nc4ccc(C)cc4)CC3)ccc21	.	.	1%	18%	17%	30%	.	1
6	CC1(C)C2CCC1(C)C(OCCNCCOC(=O)Nc1ccccc1)C2 (stereo unspecified)	-13%	6%	2%	-5%	28%	34%	1	0
7	COc1ccc(C)cc1NC(=O)C(Sc1nnc(-c2ccncc2)n1-c1ccc(Cl)cc1)c1ccccc1 (stereo unspecified)	2%	25%	5%	-1%	7%	22µM*	?	-25
8	COc1ccc(/C=C(/C(=O)Nc2ccccc2C(=O)NC(C)C)c2ccccc2)cc1	-5%	20%	5%	20µM*	-13%	32%	25	24
9	COc1ccc(CCCNC(=O)C2(C)Cc3c(-c4cccc(C(N)=O)c4)ccnc3O2)cc1 (stereo unspecified)	7%	17%	-15%	14%	-3%	12%	-21	1
10	O=C(O)CSc1nnc(Cc2ccccc2)n1Cc1ccccc1	12%	4%	1%	-24%	7%	35%	13	16
11	O=C(CNCC1CCCO1)Nc1ccccc1-n1cccc1 (stereo unspecified)	4%	5%	12%	-17%	8%	-9%	-18	-4
12	COc1cc(/C=N/Nc2ccc(Cl)c(C(=O)O)c2)ccc1OC(=O)c1ccc(F)cc1	35%[activator]	-7%	11%	-2%	-3%	8%	9	3
13	COc1ccc(-n2c(C)cc(C(=O)COC(=O)Cn3cnc4ccccc43)c2C)cc1	-11%	1%	6%	14%	8%	?	-14	2
14	CC(C)Nc1nc(Oc2ccc(=O)n(-c3ccccc3)n2)nc(N(C)C)n1	4%	3%	12%	-2%	1%	6%	3	8
15	Cc1ccc(NS(=O)(=O)c2cc(C(=O)NCc3cccnc3)ccc2C)cc1	9%	4%	5%	15%	-2%	.	10	1
16	CCOC(=O)N1CCN(C(=O)CSc2nc(=O)n3ccccc3n2)CC1	5%	7%	10%	3%	-1%	-5%	-17	-16
17	CCOc1ccc(N(C(=O)/C=C/C(=O)Nc2cc(C)on2)C(C(=O)NC2CCCC2)c2ccccc2C)cc1 (stereo unspecified)	-9%	17%	14%	0%	5%	-3%	13	2
18	Cc1cccc(OCC(=O)NCc2ccc3c(c2)CCN3C(=O)c2ccccc2)c1	.	.	0%	25µM*	.	?	.	2
19	Cc1noc(C)c1CSc1nnc(-c2cccnc2)n1C1CCCCC1C (stereo unspecified)	1%	10%	-2%	6%	2%	27%	18	2
20	O=C(COC(=O)Cn1cnc2ccccc2c1=O)Nc1cc(Cl)ccc1[N+](=O)[O-]	0%	5%	-4%	?	3%	4%	8	1
21	CC(NC(=O)c1cc2c(cc1Cl)N1CCCCCC1=NS2(=O)=O)c1ccc(S(N)(=O)=O)cc1 (stereo unspecified)	0%	-2%	8%	17%	-6%	3%	1	2
22	CC(C)n1c(=NC(=O)c2ccco2)c(C#N)cc2c(=O)n3ccccc3cc21	-2%	6%	-17%	21%	11%	3%	0	5
23	Cc1c(S(=O)(=O)Nc2ccc3c(c2)OCCO3)c(=O)n(C)c(=O)n1C	18%	3%	-9%	2%	-8%	4%	-20	0
24	COc1ccc(CC(=O)N2CC(=O)Nc3ccc(Br)cc3C2c2ccc(F)cc2)cc1 (stereo unspecified)	.	.	16%	15%	.	?	.	4
25	Cn1nccc1C(=O)NC1CC(C)(C)Cc2c1cnn2-c1ccc(F)cc1 (stereo unspecified)	-2%	6%	0%	16%	6%	14%	?	-11
26	COc1cccc(-c2nc(Cl)nc3cc(Cl)ccc23)c1	-17%	-1%	-8%	19%	-11%	-14%	-11	-4
27	NC(=O)c1sc2nc(-c3cccnc3)ccc2c1N	-11%	-2%	12%	-1%	9%	20%	7	10
28	O=C1NC2=C(C(=O)CCC2)C(c2ccc(OC(F)F)cc2)N1 (stereo unspecified)	14%	14%	-10%	-22%	-9%	27%	-22	-14
29	COc1ccc(NC(=S)N/N=C/c2ccc(F)c(F)c2)cc1	?	-2%	?	11%	1%	-13%	-26	4
30	O=S(=O)(c1ccc(Cl)cc1)N1CCSC1c1ccco1 (stereo unspecified)	-4%	10%	-9%	0%	14%	18%	11	1

By substructure, those above with an aryl thioether with sulfur outside any ring (4)
No.	compound	EPAC2 antag	EPAC2 ag	Abeta yeast res	TDP-43 yeast inh	aSyn rescue	FUS suppressor	DRD3 antagonist	DRD3 agonist
7	COc1ccc(C)cc1NC(=O)C(Sc1nnc(-c2ccncc2)n1-c1ccc(Cl)cc1)c1ccccc1 (stereo unspecified)	2%	25%	5%	-1%	7%	22µM*	?	-25
10	O=C(O)CSc1nnc(Cc2ccccc2)n1Cc1ccccc1	12%	4%	1%	-24%	7%	35%	13	16
16	CCOC(=O)N1CCN(C(=O)CSc2nc(=O)n3ccccc3n2)CC1	5%	7%	10%	3%	-1%	-5%	-17	-16
19	Cc1noc(C)c1CSc1nnc(-c2cccnc2)n1C1CCCCC1C (stereo unspecified)	1%	10%	-2%	6%	2%	27%	18	2

(next part)
No.	compound	EPAC2 antag	EPAC2 ag	Abeta yeast res	TDP-43 yeast inh	aSyn rescue	FUS suppressor	DRD3 antagonist	DRD3 agonist
31	CCCCC(=O)Nc1cccc(NC(=S)NC(C)=O)c1	-7%	8%	6%	-1%	-2%	.	-3	-10
32	CCc1cccc(NC(=O)CCc2c(C)nc3c(-c4ccccc4)c(C)nn3c2C)c1	.	.	-7%	14%	.	-5%	.	4
33	CN(C)C(=O)c1nc2ccc(Cl)cn2c1CNCc1cccc(OC(F)(F)F)c1	-11%	-2%	11%	11%	3%	-26%	-6	-5
34	CCN(CC)C(=O)CC(c1ccc(F)cc1)c1ccco1 (stereo unspecified)	13%	-9%	-3%	-4%	-6%	13%	1	-8
35	Cc1cc(/C=C2\SC(=S)N(C)C2=O)c(C)n1-c1cccc(O)c1	8%	9%	6%	4%	-1%	25%	17	11
36	CN(C)CC(=O)N[C@@H]1C=C[C@@H](CC(=O)NCCN2CCCCC2)O[C@@H]1CO	6%	4%	-5%	14%	-1%	-9%	-5	-3
37	CCSc1nc2sc3c(c2c(=O)[nH]1)CC(C)(CC)OC3 (stereo unspecified)	17%	0%	-27%	0%	0%	33%	-21	-9
38	CC1C(=O)N(Cc2cn(CCC3OCCO3)nn2)CCS(=O)(=O)N1Cc1ccc(-c2cccc(CO)c2)cc1 (stereo unspecified)	4%	4%	7%	19%	3%	0%	18	7
39	Cc1c(C(=O)NCCN2CCOCC2)oc2ccc(S(=O)(=O)N3CCCCCC3)cc12	-3%	2%	14%	1%	3%	5%	-28	-1
40	O=c1c2ccccc2oc2ccc(C#CC3(O)CCCCC3)cc12	8%	15%	-8%	20µM*	-12%	?	23	15
41	CC(C(=O)NCC1CCCO1)N1C(=O)C2C3CC(C(Br)C3Br)C2C1=O (stereo unspecified)	5%	5%	-10%	-11%	-6%	5%	-29	1
42	O=C(C1CCCN(S(=O)(=O)Cc2ccccc2)C1)N1CCC(Cc2ccccc2)CC1 (stereo unspecified)	-1%	-6%	-18%	14%	15%	?	27	-1
43	COc1ccc(-n2ncc3c(N4CCCCC4)ncnc32)cc1	5%	14%	-36%[inhibitor]	?	-7%	12%	-8	-6
44	COC(=O)CCSCC(=O)Nc1nnc(C)s1	4%	20%	7%	11%	22%	-22%	0	-4
45	COc1cccc(CN(C)Cc2cc(=O)oc3cc(O)c(Cl)cc23)c1	-26%	7%	15%	0%	2%	-14%	1	12
46	Cc1ccc(C(=O)O)cc1N1C(=O)c2cccc3c([N+](=O)[O-])ccc(c23)C1=O	-5%	-1%	-15%	20%	-18%	16%	-15	5
47	C=CCn1c(SCC(=O)NC2CCCCC2)nnc1C(C)NC(=O)c1cccs1 (stereo unspecified)	5%	-2%	10%	-12%	3%	21%	15	11
48	Cc1c(Nc2nc3ccccc3nc2NS(=O)(=O)c2cccs2)c(=O)n(-c2ccccc2)n1C	-1%	10%	10%	-14%	0%	37%	-17	-12
49	CCOC(=O)C1CCN(C(=O)COc2cc(C)c(Br)cc2C)CC1	-1%	13%	-9%	?	15%	35%	46	-1
50	COC(=O)c1cccc(NC(=O)CCc2cc(OC)c(OC)c(OC)c2)c1	6%	8%	-6%	13%	-3%	.	8	19
51	CCOc1cc(C2NC(=O)NC2=O)ccc1O (stereo unspecified)	-2%	7%	-16%	0%	-2%	-7%	-29	-8
52	Cc1cc(C)c(NC(=O)CSC2=Nc3ccccc3C3=NC(CC(=O)NCc4cccs4)C(=O)N23)c(C)c1 (stereo unspecified)	.	.	8%	3%	.	?	.	9
53	O=C(NC(NCc1ccccc1)C(Cl)(Cl)Cl)c1cccnc1 (stereo unspecified)	1%	-3%	2%	10%	3%	5%	-2	-3
54	CCNC(=S)N1CCN(CCN=CC2=C(O)CC(c3cccs3)CC2=O)CC1 (stereo unspecified)	4%	-4%	-16%	-39%[inhibitor]	15%	1%	14	9
55	O=C(O)c1ccc(CSc2nc(-c3ccccc3)cc(C(F)(F)F)n2)cc1	-11%	-18%	-14%	-15%	13%	14%	-6	6
56	COc1ccc(NC(=S)N2CCC(c3nc4ccccc4[nH]3)CC2)c(OC)c1	-1%	2%	-3%	-8%	8%	-3%	-13	-9
57	O=C(CCc1nnc(C2CCCCC2)o1)N1CCN(c2ccccc2F)CC1	11%	-2%	-18%	5%	-3%	27%	-20	-9
58	COc1ccc(C(=O)NCCn2cc(SCC(=O)Nc3ccc(F)cc3)c3ccccc32)cc1	.	.	5%	27%	.	?	.	8
59	CN1C(=O)NC(c2ccc(O)cc2)C2=C1CN(c1cccc3ccccc13)C2=O (stereo unspecified)	3%	4%	-7%	17%	2%	15%	7	1

The list is partial (hit frequency here may not be typical).
